Source: PubChem BioAssay (National Center for Advancing Translational Sciences (NCATS))
SMN2 splice enh = enhancers of SMN2 splice variant expression. actives 2.8% (n = 210,000). HEK293 SMN2-luciferase splicing reporter, luminescence, 30-36 h. Potency, µM (top dose mostly 46.1 µM), for inactives: top-dose activity change, positive = activation, usual class: activators; further: % of control where 0% means no effect; nearly all actives have a fitted effect of over 55% in size
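HEK293 cells carry an SMN2 minigene-luciferase reporter in which exon 7 inclusion puts luciferase in frame. Cells were seeded at 2000 cells/well, attached for 10-12 hours, then exposed to compounds for 30-36 hours at 37C before ONE-Glo luminescence.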
TRb-SRC2 inh = inhibitors of human thyroid hormone receptor beta-SRC2 interaction; P10828; TRbeta-SRC2 peptide binding, fluorescence polarization; receptor liganded with 1 µM T3; Potency, µM (doses to about 106 µM), without a hit: at the highest dose activity change, negative = inhibition, usual class: inhibitors; actives 0.065% (n = 280,000); AID 1469;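 further: plate controls were bound peptide for no effect and peptide without receptor for full effect; nearly all actives have a fitted effect of over 50% in size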
Target sequence (P10828 whole entry, looked up): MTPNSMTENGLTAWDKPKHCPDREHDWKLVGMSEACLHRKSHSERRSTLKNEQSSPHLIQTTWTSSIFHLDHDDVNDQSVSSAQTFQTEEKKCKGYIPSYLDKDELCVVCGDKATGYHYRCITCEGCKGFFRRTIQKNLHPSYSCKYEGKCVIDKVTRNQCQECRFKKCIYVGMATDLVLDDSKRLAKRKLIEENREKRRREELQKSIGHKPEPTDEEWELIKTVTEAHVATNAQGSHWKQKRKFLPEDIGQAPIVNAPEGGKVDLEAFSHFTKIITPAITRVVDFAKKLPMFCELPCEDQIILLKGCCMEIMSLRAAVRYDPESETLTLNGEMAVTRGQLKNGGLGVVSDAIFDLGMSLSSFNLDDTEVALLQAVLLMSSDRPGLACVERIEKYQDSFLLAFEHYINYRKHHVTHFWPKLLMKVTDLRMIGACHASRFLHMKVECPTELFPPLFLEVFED
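Read-out is fluorescence polarization (555 nm excitation, 632 nm emission) of a Texas Red SRC2 coactivator peptide; loss of signal reflects blocked binding to human TRb ligand-binding domain in the presence of 1 uM T3.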
TexasRed fluor = Texas Red fluorescence interference in TRb-SRC2 counter-screen; TRb/SRC2 Texas Red total fluorescence interference; Potency, µM (highest dose often 106 µM), for inactives: top-dose fluorescence change, negative = quenching; actives 0.29% (n = 280,000); AID 1479; active means well fitted curve in either direction with a large enough effect; inconclusive means small, poorly fitted or top-dose-only effect; further: on the % scale 0 is the no-effect control and ±100 the full control effect
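Human TRb ligand-binding domain at 0.6 uM with 20 nM Texas Red SRC2 peptide in Tris buffer containing 1 uM T3 and 5% DMSO, incubated with compound 5 h at ambient temperature. Total fluorescence (555/632 nm) calculated as parallel + 2 × perpendicular.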
* = called active by the depositor; ? = inconclusive; [ ] = dose if it differs, or a comment. Unless noted, the call rests on the fitted dose curve; in most records, active means well fitted curve in the direction sought with a large enough effect; inconclusive means small, poorly fitted or top-dose-only effect, or another doubt; inactive means no such curve, though single readings can be large; an effect the other way counts as inactive or inconclusive. Potency means the concentration at half of the fitted maximal effect.

SMILES	SMN2 splice enh	TRb-SRC2 inh	TexasRed fluor
Cc1ccc(OCC(=O)Nc2cccc3ccc(C)nc23)c(C)c1	1%	3%	-2%
Cc1nc2sc(C(=O)Nc3ccc(F)cc3)c(N)c2c(-c2ccc(Br)cc2)c1C(=O)Nc1ccc(Cl)cc1	1%	-2%	-1%
CCOc1ccc(NC(=O)c2cc3c(s2)-c2ccccc2OC3)cc1	-28%	-4%	-1%
COc1ccc(-c2nc3ccccc3o2)cc1NC(=O)COc1c(C)cc(Cl)cc1Cl	4%	5%	-4%
COc1ccc(OC)c(CCNC(=O)C2=C(C)C(=O)OC23CCC(C)CC3)c1 (stereo unspecified)	-26%	0%	-2%
CCCCNC(=O)Cn1ncc2c(C)n(Cc3cccc(Cl)c3)c(C)c2c1=O	16%	-2%	-1%
CCc1ccc(NC(=O)Cn2c(=O)c3cc(Cl)ccc3n3nncc23)cc1	8%	-6%	-2%
COc1cc(C2C(C(=O)OC(C)C)=C(C)N=C3SCCC(=O)N32)ccc1OCc1ccccc1 (stereo unspecified)	-3%	-11%	?
CCCc1ccc(S(=O)(=O)N2CCC(c3nnnn3-c3ccc(OC)cc3)CC2)cc1	-6%	-9%	-1%
Cc1cccc(-c2nc3c4ccccc4nc(N4CCN(c5cc(C)ccc5C)CC4)n3n2)c1	2%	-6%	8%
CCOC(=O)N1CCc2c(sc3c2c(=O)n(-c2ccc(CC)cc2)c(=O)n3CC(=O)c2ccc(F)cc2)C1	2%	-4%	0%
COCCOC(=O)C1=C(C)N=C2SCCC(=O)N2C1c1ccc(OCc2ccccc2)c(OC)c1 (stereo unspecified)	-9%	5%	-11%
COc1ccc(C)cc1NC(=O)CC(=O)Nc1ccc2nc3n(c(=O)c2c1)CCCCC3	?	3%	0%
O=S(=O)(c1ccc(Br)s1)N1CCN(c2cccc(C(F)(F)F)c2)CC1	-26%	0%	-3%
CC(=O)N1CCc2cc(S(=O)(=O)CCC(=O)N3CCN(c4ccccc4F)CC3)ccc21	-2%	2%	-1%
Cc1ccc(N(CC(=O)NCCc2ccccc2)S(=O)(=O)N(C)C)cc1	0%	-2%	0%
CCCCNC(=O)[C@@H](c1ccccc1)N1Cc2ccccc2C1=O	-14%	-12%	-2%
CCCCCCSc1nnc2c(n1)OC(C)Nc1ccc(Br)cc1-2 (stereo unspecified)	-7%	2%	-3%
O=C(NCc1nc(-c2ccccc2)no1)c1ccco1	2%	1%	-22%
O=C(OCc1ccccc1)c1ccc(-c2nnn(Cc3ccccc3F)n2)cc1	4%	-25%[53 µM]	-77%[53 µM]
Cc1ccc(CNC(=O)CSc2nc3c(sc4ccccc43)c(=O)n2CCCC(=O)NCCO)cc1	2%	7%	-2%
Cc1cc(F)ccc1NC(=O)C1CCCN(c2nnc(-n3c(C)ccc3C)s2)C1 (stereo unspecified)	-18%	2%	0%
C#CCSc1nc(-c2ccccc2)cc(-c2ccccc2)c1C#N	-12%	4%	-2%
COc1cccc(C(=O)Nc2ccc(NC(=O)c3ccc(C(C)(C)C)cc3)cc2)c1	-14%	-8%	2%
COc1ccc(C(=O)Nc2cc3c(cc2N2CCCC2)n(C)c(=O)c(=O)n3C)cc1OC	8%	-7%	0%

Look-ups from above:
Value of COc1ccc(C)cc1NC(=O)CC(=O)Nc1ccc2nc3n(c(=O)c2c1)CCCCC3 under TRb-SRC2 inh: 3%
Value of O=C(NCc1nc(-c2ccccc2)no1)c1ccco1 under SMN2 splice enh: 2%
Value of O=S(=O)(c1ccc(Br)s1)N1CCN(c2cccc(C(F)(F)F)c2)CC1 under SMN2 splice enh: -26%
Value of CCCCNC(=O)Cn1ncc2c(C)n(Cc3cccc(Cl)c3)c(C)c2c1=O under TRb-SRC2 inh: -2%

(cont.)
SMILES	SMN2 splice enh	TRb-SRC2 inh	TexasRed fluor
Cn1c(=O)c2c(nc(SCC(=O)Nc3ccc(OC(F)(F)F)cc3)n2Cc2cccc(C(F)(F)F)c2)n(C)c1=O	7%	-25%[53 µM]	-77%[53 µM]
COc1ccc2nc(NC(=O)c3nc(SCc4ccc(F)cc4)ncc3Cl)sc2c1	7%	-1%	0%
CCN(CC)CCNC(=O)c1cn(CC)c2ccc(S(=O)(=O)N(C)C3CCCCC3)cc2c1=O	-15%	-5%	-2%
COc1ccc2c(c1)Cc1sc(NC(=O)c3ccccc3Br)nc1-2	-20%	2%	1%
COc1ccc(NC(=O)c2c(C)oc3ccc(O)c(CN4CCCCCC4)c23)cc1Cl	-12%	-8%	794µM*[quencher]
COc1ccccc1NC(=O)c1cc2c(=O)oc3ccc(C)cc3c2s1	18%	0%	-4%
COc1ccccc1C(=O)Nc1ccc2oc(-c3cccc(Cl)c3Cl)nc2c1	-4%	-2%	1%
Cc1ccc(Cl)cc1N1CCN(C(=O)CCS(=O)(=O)c2cc(Br)cc3c2N(C(=O)C2CC2)CC3)CC1	-2%	4%	1%
CCc1cc2c(cc(C(=O)OC)n2Cc2nc(-c3ccc(C)cc3)oc2C)s1	-10%	-2%	-4%
CCOC(=O)C1CCCN(S(=O)(=O)c2ccc3c(c2)CCN3C(=O)CC)C1 (stereo unspecified)	-22%	-5%	-1%
Cc1ccc2nc3c(cc(C(=O)NC4CCCCC4)c(=N)n3C(C)C)c(=O)n2c1	-15%	6%	-2%
Cc1ccc(C(=O)c2oc3ccccc3c2NC(=O)COc2ccccc2Cl)cc1	7%	-17%	?
CCc1ccc(NS(=O)(=O)c2ccc3oc(=O)c4ncn(CC)c4c3c2)cc1	-2%	0%	-1%
CCCCOC(=O)Cn1nnc2sc(-c3ccccc3)cc2c1=O	-1%	-2%	1%
COc1cccc([C@H]2Nc3ccc(S(=O)(=O)Nc4cc(C)ccc4C)cc3[C@H]3C=CC[C@H]32)c1	0%	5%	-2%
Cc1ccc(-c2nc3n(n2)C(=O)CC(c2ccc(C)cc2)S3)cc1 (stereo unspecified)	1%	6%	-1%
COc1ccc(-n2c(=O)c3sc4ccccc4c3n(CC(=O)NC3CCCCC3)c2=O)cc1	-15%	-3%	0%
CCc1nn(CC(=O)N2CCN(c3cccc(Cl)c3)CC2)c(=O)c2cc3sccc3n12	4%	-2%	3%
COc1ccc(-c2cn(-c3ccc(C)cc3)c(S(=O)(=O)CC(=O)Nc3ccc(F)cc3)n2)cc1	28%	-6%	0%
CCC12CN3CC(C)(CN(C1)C3c1c[nH]c3ccc(OC)cc13)C2=O (stereo unspecified)	-6%	2%	-2%
Cc1ccc(NC(=O)[C@@H](c2ccccc2)N2Cc3ccccc3C2=O)cc1	12%	-4%	2%
COc1cccc(OCc2nc3ccccc3n2CCOc2ccccc2)c1	3%	-3%	?
CNC(=O)CN1C(=O)COc2ccc(S(=O)(=O)N3CCC(C)CC3)cc21	-5%	-1%	-1%
Cc1cc(C)c2c(CC(=O)Nc3ccc(S(=O)(=O)Nc4ncccn4)cc3)coc2c1	1%	2%	-11%
CCOc1ccc2c(c1)sc1nc(=O)n(-c3ccc(Cl)c(Cl)c3)c(=O)n12	-4%	1%	-4%

Part of the list above, reformatted:
COc1ccc(C(=O)Nc2cc3c(cc2N2CCCC2)n(C)c(=O)c(=O)n3C)cc1OC
  SMN2 splice enh: 8%	TRb-SRC2 inh: -7%	TexasRed fluor: 0%

Cn1c(=O)c2c(nc(SCC(=O)Nc3ccc(OC(F)(F)F)cc3)n2Cc2cccc(C(F)(F)F)c2)n(C)c1=O
  SMN2 splice enh: 7%	TRb-SRC2 inh: -25%[53 µM]	TexasRed fluor: -77%[53 µM]

Other entries
SMILES	SMN2 splice enh	TRb-SRC2 inh	TexasRed fluor
Cc1ccc(NC(=O)C2CCCN(c3nnc(-n4c(C)ccc4C)s3)C2)c(C)c1 (stereo unspecified)	10%	6%	-1%
Cc1cccc(NC(=O)c2sc3nc4c(cc3c2N)CCCCCC4)c1C	-2%	-2%	-1%
COCCNC(=O)CSc1nc(-c2ccc(F)cc2)[nH]c1-c1ccc(Cl)cc1	22%	-7%	-4%
Cc1nc(SCc2ccc(Cl)cc2)c(C#N)c(C)c1Cl	-5%	-6%	?
COc1ccc(C(=O)Nc2ccc3nc4c(c(Nc5ccc(OC)c(OC)c5)c3c2)CCCC4)c(OC)c1	-7%	-4%	-3%
O=S(=O)(c1ccc(-n2cnnn2)cc1)N1CCN(c2cccc(Cl)c2)CC1	2%	-2%	0%
CCOc1ccc(-c2noc(CSc3nnc(Cc4ccccc4)n3-c3cccc(C)c3)n2)cc1	-63%[inhibitor]	4%	-5%
O=C(Cc1ccccc1)Nc1sc2c(c1C(=O)Nc1ccccc1Cl)CCCC2	-8%	-1%	?
NC(=O)c1c(NC(=O)c2noc3c2CCCC3)sc2c1CCCC2	14µM*	-4%	-20%
Clc1cccc(N2CCN(c3nc4ccccc4n4cnnc34)CC2)c1	-3%	2%	-21%
Cc1ccccc1NC(=O)CSc1nc2c(oc3ccccc32)c(=O)n1-c1ccccc1F	2%	-4%	?
COc1ccc(S(=O)(=O)Nc2cc3c(cc2N2CCOCC2)n(C)c(=O)n3C)cc1	8%	6%	-2%
CCC(=O)N1CCc2cc(Br)cc(S(=O)(=O)N3CCCC(C(=O)NCc4ccc(F)cc4)C3)c21 (stereo unspecified)	-2%	3%	-25%
COc1ccc(-n2nc3ccc(NC(=O)c4ccc(-c5cc(Cl)ccc5Cl)o4)cc3n2)cc1	6%	0%	4%
CCCSc1oc(-c2ccco2)nc1S(=O)(=O)c1ccc(Br)cc1	-22%	1%	0%
Cc1ccc(-c2nsc(NC(=O)c3oc4cc(C)c(Cl)cc4c3C)n2)cc1	1%	-5%	0%
CCN(CC)C(=O)c1ccc2c(c1)N(Cc1c(F)cccc1Cl)C(=O)c1ccccc1S2	-82%[inhibitor]	2%	-1%
O=C(Nc1noc2ccccc12)c1cccc(Cl)c1Cl	?	-7%	4%
c1ccc(CNc2nc3ccccc3c3nc(-c4ccccc4)nn23)cc1	2%	-1%	4%
COc1ccc(C(=O)c2cn(Cc3ccc(F)cc3)c3ccc(C)cc3c2=O)cc1	-16%	7%	2%
O=C(Nc1ccc2oc(-c3cccc4c(Br)cccc34)nc2c1)c1cccc(Cl)c1	8%	-7%	4%
COc1cc2c(cc1OC)C(COc1ccc3c(C)cc(=O)oc3c1)N(C(=O)Cc1ccccc1)CC2 (stereo unspecified)	19%	-2%	1%
CCC(Cn1nnc2ccccc2c1=O)NC(=O)Nc1ccc(C)cc1 (stereo unspecified)	7%	4%	-1%
COc1cccc(CNC(=O)C(NS(=O)(=O)c2ccc3c(c2)oc(=O)n3C)C(C)C)c1 (stereo unspecified)	-2%	7%	-4%
CCc1cccc(CC)c1NC(=O)c1c(C)oc2ccc(O)c(CN3CCOCC3)c12	6%	-5%	-3%

One compound at a time (already shown). Order of screens: SMN2 splice enh | TRb-SRC2 inh | TexasRed fluor
CNC(=O)CN1C(=O)COc2ccc(S(=O)(=O)N3CCC(C)CC3)cc21 as listed: -5% | -1% | -1%
COc1ccc2nc(NC(=O)c3nc(SCc4ccc(F)cc4)ncc3Cl)sc2c1 as listed: 7% | -1% | 0%
c1ccc(CNc2nc3ccccc3c3nc(-c4ccccc4)nn23)cc1 as listed: 2% | -1% | 4%

Returning to the listing, starting 7 compounds before the break.
SMILES	SMN2 splice enh	TRb-SRC2 inh	TexasRed fluor
c1ccc(CNc2nc3ccccc3c3nc(-c4ccccc4)nn23)cc1	2%	-1%	4%
COc1ccc(C(=O)c2cn(Cc3ccc(F)cc3)c3ccc(C)cc3c2=O)cc1	-16%	7%	2%
O=C(Nc1ccc2oc(-c3cccc4c(Br)cccc34)nc2c1)c1cccc(Cl)c1	8%	-7%	4%
COc1cc2c(cc1OC)C(COc1ccc3c(C)cc(=O)oc3c1)N(C(=O)Cc1ccccc1)CC2 (stereo unspecified)	19%	-2%	1%
CCC(Cn1nnc2ccccc2c1=O)NC(=O)Nc1ccc(C)cc1 (stereo unspecified)	7%	4%	-1%
COc1cccc(CNC(=O)C(NS(=O)(=O)c2ccc3c(c2)oc(=O)n3C)C(C)C)c1 (stereo unspecified)	-2%	7%	-4%
CCc1cccc(CC)c1NC(=O)c1c(C)oc2ccc(O)c(CN3CCOCC3)c12	6%	-5%	-3%
CC(Sc1nccn1C)C(=O)Nc1ccccc1C#N (stereo unspecified)	-8%	8%	4%
CCc1cccc(OCC(=O)Nc2ccc(S(=O)(=O)Nc3ncccn3)cc2)c1	4%	-7%	-2%
COc1cc2nc(NCc3ccc(C)cc3)n3nc(-c4ccccc4)nc3c2cc1OC	-11%	-13%	-6%
COc1ccc(CNC(=O)CN(C)c2nn3c(=O)cc(C)nc3s2)cc1	-1%	0%	-3%
CCOC(=O)c1ccc(NC(=O)CC2C(=O)N(c3cccc(C)c3)C(=O)N2CCOC)cc1 (stereo unspecified)	11%	7%	-1%
CCOC(=O)c1ccc(NC(=O)CC2Nc3ccccc3NC2=O)cc1 (stereo unspecified)	-16%	11%	-3%
CCOc1ccccc1OCCCn1c(-c2ccc(Cl)cc2)nc2ccccc2c1=O	-15%	4%	-1%

Some of the compounds tested; rates above refer to the full screens.
